Epigenetic reg: Quantitative High-Throughput Screen for Regulators of Epigenetic Control; murine LDR cells, GFP reporter derepression, 30 h; Potency, µM (top dose mostly 53.9 µM), without a hit: at the top dose GFP activation, usual class: activators; hit rate 0.2% among 280,000; AID 1865, 2009; also: potency is read from the fitted curve at half-maximal effect; % of control where 0% means no effect; nearly all actives have a fitted effect of over 60% in size
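Derepression of a silenced CMV-GFP reporter in murine LDR cells is scored by enumerating GFP-positive cells with a laser-scanning microplate cytometer after 30 hours of treatment at 37 C.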
NPSR antagonist: qHTS Assay for Antagonists of the Neuropeptide S Receptor: cAMP Signal Transduction. Q6W5P4. CHO-NPSR cells, cAMP TR-FRET, antagonist mode. Potency, µM (series often up to 38.3 µM), for the others: at the highest dose activity change, negative = inhibition, usual class: inhibitors. hit rate 1% among 220,000; also: potency is read from the fitted curve at half-maximal effect; % is scaled to controls: 0 for no effect and ±100 for the full control effect; nearly all actives have a fitted effect of over 50% in size; many of its hits are not listed in these tables
Target sequence (Q6W5P4 whole entry, looked up): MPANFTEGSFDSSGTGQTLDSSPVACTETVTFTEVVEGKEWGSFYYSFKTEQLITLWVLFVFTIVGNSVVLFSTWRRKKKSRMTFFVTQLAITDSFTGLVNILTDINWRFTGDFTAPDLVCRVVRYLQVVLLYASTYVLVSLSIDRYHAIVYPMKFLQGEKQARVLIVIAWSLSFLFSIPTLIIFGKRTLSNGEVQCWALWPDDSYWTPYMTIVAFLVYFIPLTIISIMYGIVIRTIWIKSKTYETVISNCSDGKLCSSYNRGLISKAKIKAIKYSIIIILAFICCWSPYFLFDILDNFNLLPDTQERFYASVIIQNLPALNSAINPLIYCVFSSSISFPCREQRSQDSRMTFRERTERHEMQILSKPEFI
IMPase Li cell: qHTS Assay for Identifying the Cell-Membrane Permeable IMPase Inhibitors: Potentiation with Lithium. CHO-M1 cells, IP1 TR-FRET (IP-One), carbachol + lithium. Potency, µM (doses to about 59.4 µM), inactives show at the top dose activity, negative = IMPase inhibition, actives largely listed as inhibitors. hit rate 0.35% among 210,000;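 also: IP1 builds up when IMPase is blocked and the TR-FRET signal falls; potency is read from the fitted curve at half-maximal effect; plate controls were basal vehicle for no effect and high inhibitor control for full effect; nearly all actives have a fitted effect of over 50% in size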
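Lithium-sensitised IP1 accumulation assay; M1-expressing CHO cells treated 30 min at 37C with compound. Competitive antibody detection by time-resolved FRET followed a 10 min room-temperature lysis step.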
CBFb RUNX1 block: qHTS Assay for Compounds Blocking the Interaction Between CBF-beta and RUNX1 for the Treatment of Acute Myeloid Leukemia; AID 1477, 2009; 230,000 tested, under 10 active; AlphaScreen CBFb-His/RUNX1-biotin binding, biochemical; Potency, µM (doses to about 59.8 µM), inactives show at the highest dose activity, negative = inhibition, usual class: inhibitors; also: % of control where 0% means no effect
Target sequence (Q01196 whole entry, looked up): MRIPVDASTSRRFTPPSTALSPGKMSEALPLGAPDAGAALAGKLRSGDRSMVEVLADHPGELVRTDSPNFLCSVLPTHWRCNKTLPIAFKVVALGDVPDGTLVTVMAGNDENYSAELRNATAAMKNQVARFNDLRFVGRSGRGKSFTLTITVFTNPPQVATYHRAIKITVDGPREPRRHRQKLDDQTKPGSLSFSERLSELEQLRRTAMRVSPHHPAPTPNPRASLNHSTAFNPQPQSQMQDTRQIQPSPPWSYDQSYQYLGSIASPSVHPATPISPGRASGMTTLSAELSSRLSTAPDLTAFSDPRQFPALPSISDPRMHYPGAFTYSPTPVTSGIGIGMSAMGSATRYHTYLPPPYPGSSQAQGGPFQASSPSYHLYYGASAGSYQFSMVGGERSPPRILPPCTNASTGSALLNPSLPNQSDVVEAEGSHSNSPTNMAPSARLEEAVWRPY
Target sequence (Q13951 whole entry, looked up): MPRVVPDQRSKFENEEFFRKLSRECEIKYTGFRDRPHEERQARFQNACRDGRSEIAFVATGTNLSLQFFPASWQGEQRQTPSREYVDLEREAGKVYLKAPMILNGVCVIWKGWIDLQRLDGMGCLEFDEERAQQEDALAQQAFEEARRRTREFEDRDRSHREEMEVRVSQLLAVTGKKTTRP
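Compounds were screened at multiple concentrations against a preformed CBF-beta(His)/RUNX1(biotin) complex (30 nM of each) for 15 min at room temperature, followed by 90 min with nickel and streptavidin beads and AlphaScreen reading.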
Luc counter: Counterscreen for Luciferase (Kinase-Glo TM) Inhibition. Potency, µM (doses to about 38.3 µM), inactives show at the highest dose activity change, negative = inhibition, actives largely listed as inhibitors. Kinase-Glo luciferase, ATP luminescence, 8 min. hit rate 0.28% among 200,000. Luciferin 4-monooxygenase (Photuris pensylvanica), Q27757; also: potency is read from the fitted curve at half-maximal effect; % is scaled to controls: 0 for no effect and ±100 for the full control effect; nearly all actives have a fitted effect of over 60% in size
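Compounds were added to a substrate mix at pH 7.2 (50 mM imidazole, 10 uM ATP, within the enzyme's linear range), followed by Kinase-Glo detection reagent; luminescence was measured after 8 minutes at ambient temperature.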
HTT aggregate: qHTS Multiplex Assay to Identify Dual Action Probes in a Cell Model of Huntington: Aggregate Formation (GFP) | AID 1688, 2009 | Potency, µM (doses to about 46.1 µM), without a hit: top-dose activity change, negative = inhibition, most hits filed as inhibitors | hit rate 1.1% among 220,000 | PC12 HttQ103-GFP aggregates, Acumen cytometry, 40 h; also: potency is read from the fitted curve at half-maximal effect; % is scaled to controls: 0 for no effect and ±100 for the full control effect; nearly all actives have a fitted effect of over 60% in size
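Using laser scanning cytometry, GFP-positive aggregates were counted after lysis of PC12 cells induced with 100 nM tebufenozide to express HTT exon 1 Q103–GFP. Compounds were tested in titration.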
L3MBTL1 inh: qHTS Assay for the Inhibitors of L3MBTL1. Potency, µM (top dose mostly 57.1 µM), for inactives: at the top dose activity, negative = inhibition, actives largely listed as inhibitors. hit rate 0.66% among 230,000. AlphaScreen L3MBTL1–H3K9me1 peptide binding; also: potency is read from the fitted curve at half-maximal effect; % is scaled to controls: 0 for no effect and ±100 for the full control effect; nearly all actives have a fitted effect of over 60% in size
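L3MBTL1 (50 nM) pre-complexed 30 min with biotinylated H3(1-15)K9me1 peptide (75 nM), then compounds added for 30 min at room temperature; AlphaScreen streptavidin donor/nickel chelate acceptor beads (10 ug/mL final) read after 30 min dark incubation.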
Starred values were filed as active, the others as inactive; ? = inconclusive; · = not tested or not shown; [ ] = another dose, or the depositor's remark. Calls follow the shape of the dose curve; as a rule, active = well fitted curve in the direction sought with a large enough effect; inconclusive = small, poorly fitted or top-dose-only effect, or another doubt; inactive = no such curve, though single readings can be large; an effect the other way counts as inactive or inconclusive.

1. O=C(C1CCN(S(=O)(=O)c2cnc[nH]2)CC1)N1CCN(Cc2ccc3c(c2)OCO3)CC1
2. C(#Cc1ccccc1)C[N+]1(CC#Cc2ccccc2)CCCC1
3. CSCCC(NC(C)=O)C(=O)OCC(=O)N(c1ccccc1)c1ccccc1 (configuration not stated)
4. Cc1ccc(-n2c(SCC(=O)NCc3ccco3)nc3c([nH]c4ccccc43)c2=O)cc1
5. COc1ccc(CCNC(=O)CSc2ccsc2[N+](=O)[O-])cc1OC
6. COCCNC(=O)C1CCN(S(=O)(=O)c2c(C)noc2/C=C/c2cccs2)CC1
compound no.	1	2	3	4	5	6
IMPase Li cell	25%[38.3 µM]	18%	1%	11%	11%	·
NPSR antagonist	-14%[46.1 µM]	-2%	15%	4%	-2%	-54%
L3MBTL1 inh	·	7%	-2%	-3%	·	-20%
HTT aggregate	8%	?	-10%	-4%[9.22 µM]	-22%	19%[9.22 µM]
Luc counter	-3%	-2%	-1%	·	-3%	·
Epigenetic reg	2.5%	-1.6%	-1.8%	1.0%	-0.1%	0.0%
CBFb RUNX1 block	2%	4%	-5%	-7%	-7%	-1%

7. CCS(=O)(=O)n1nc(-c2ccccc2)cc1N
8. CCOC(=O)c1ccc(N=C2S/C(=C\c3cc(C)n(-c4cccnc4)c3C)C(=O)N2C)cc1
9. N/C(=N\N=C\c1ccc(O)c(O)c1)c1nonc1N
10. CCC(=O)N/C(=N\OCc1ccc(F)cc1)c1nonc1NC(=O)CC
11. O=C(CN1C(=O)NC2(CCCCCCC2)C1=O)NC1CCCc2ccccc21 (configuration not stated)
12. O=C1c2ccccc2NC(c2cccc(F)c2)N1Cc1ccco1 (configuration not stated)
compound no.	7	8	9	10	11	12
IMPase Li cell	1%[38.3 µM]	29%[38.3 µM]	·	-2%[38.3 µM]	-5%	5%
NPSR antagonist	15%[46.1 µM]	9%[46.1 µM]	-13%	-3%[46.1 µM]	-3%[46.1 µM]	-16%[46.1 µM]
L3MBTL1 inh	·	·	-17%	4%	4%	4.5µM*
HTT aggregate	1%	6%	21%[9.22 µM]	-4%	-4%	-9%
Luc counter	-1%	18%	·	1%	3%	7%
Epigenetic reg	2.7%	2.9%	-1.1%	-1.3%	0.0%	-3.4%
CBFb RUNX1 block	2%	1%	-3%	0%	4%	?

13. Cc1cc(=O)oc2cc(OC(=O)c3cncc(Br)c3)ccc12
14. CC(C)(C)c1ccccc1N=Cc1ccc2ccccc2n1
15. C=CCc1cc(/C=N/n2cnnc2)cc(OCC)c1O
16. CCOC(=O)c1cnc(N2CCOCC2)[nH]c1=O
17. COc1ccc2c(-c3cccnc3)cc(=O)[nH]c2c1
18. COC(=O)c1ccc(NC(=O)CSc2ccccn2)cc1
compound no.	13	14	15	16	17	18
IMPase Li cell	-4%	18%[38.3 µM]	3%[38.3 µM]	-8%[38.3 µM]	-14%[38.3 µM]	37%[activator][38.3 µM]
NPSR antagonist	-8%	-13%[46.1 µM]	-8%[46.1 µM]	-2%[46.1 µM]	-3%[46.1 µM]	-23%[46.1 µM]
L3MBTL1 inh	8%	-12%	-2%	-6%	-4%	·
HTT aggregate	24%	-7%	13%	5%	3%	7%
Luc counter	-3%	-2%	1%	-3%	-1%	-2%
Epigenetic reg	-0.5%	-1.1%	-1.9%	1.6%	-1.1%	-0.8%
CBFb RUNX1 block	11%	-2%	7%	2%	12%	-2%

Looked up one by one from the entries so far (2):
7. CCS(=O)(=O)n1nc(-c2ccccc2)cc1N
17. COc1ccc2c(-c3cccnc3)cc(=O)[nH]c2c1
compound no.	7	17
IMPase Li cell	1%[38.3 µM]	-14%[38.3 µM]
NPSR antagonist	15%[46.1 µM]	-3%[46.1 µM]
L3MBTL1 inh	·	-4%
HTT aggregate	1%	3%
Luc counter	-1%	-1%
Epigenetic reg	2.7%	-1.1%
CBFb RUNX1 block	2%	12%

Results in sequence from above:
Nos. 13 to 18 in Epigenetic reg: -0.5%, -1.1%, -1.9%, 1.6%, -1.1%, -0.8%

(further entries)
19. CCSCCOC(=O)C1=C(C)NC(=O)NC1c1cccc(OC)c1OC (configuration not stated)
20. Cc1ccc(CN2CCN(C(=O)C3CCCO3)CC2)cc1 (configuration not stated)
21. Cc1cccc(Nc2cc(=O)[nH]c(=O)[nH]2)c1
22. CSc1nc2c(c(=O)[nH]1)CCCC2
23. Clc1ccc(SCCOCCN2CCCCC2)cc1
24. Nn1c(SCC(=O)Nc2cccc(F)c2)nnc1C1CCCCC1
compound no.	19	20	21	22	23	24
IMPase Li cell	·	4%	-1%	25%[38.3 µM]	-12%	2%[38.3 µM]
NPSR antagonist	-6%[46.1 µM]	1%[46.1 µM]	8%	29%[46.1 µM]	19%	12%[46.1 µM]
L3MBTL1 inh	-7%	0%	11%	·	-1%	-4%
HTT aggregate	13%	15%	?	9%	7%	-20%
Luc counter	·	0%	-2%	0%	-7%	-3%
Epigenetic reg	-8.3%	0.0%	2.3%	0.7%	-1.3%	0.0%
CBFb RUNX1 block	-3%	6%	-1%	7%	-6%	5%

25. C[C@]12CC[C@@H]3c4ccc(O)cc4CC[C@H]3[C@@H]1C[C@@H](O)[C@@H]2O[C@@H]1O[C@H](C(=O)O)[C@@H](O)[C@H](O)[C@H]1O
26. CCc1cc2c(SCC(=O)N(C)C3CCS(=O)(=O)C3)ncnc2s1 (configuration not stated)
27. CCOc1ccc(-c2nn(-c3ccccc3)cc2/C=C2\SC(=S)N(Cc3ccco3)C2=O)cc1
28. COc1cc2c(cc1OC)C(COc1ccccc1OC)N(C(=O)C(C)C)CC2 (configuration not stated)
29. Cc1onc(C(=O)Nc2sc3c(c2C#N)CCCC3)c1[N+](=O)[O-]
30. Cc1ccc(/C=N/Nc2nncc(-c3ccccc3)n2)o1
compound no.	25	26	27	28	29	30
IMPase Li cell	-1%	·	0%	3%	1%	-2%
NPSR antagonist	7%	9%	-7%[46.1 µM]	-5%	-26%	-8%
L3MBTL1 inh	-6%	-2%	2%	·	·	-5%
HTT aggregate	-22%	9%[9.22 µM]	9%	18%	13%	13%
Luc counter	-1%	·	1%	0%	0%	-4%
Epigenetic reg	-0.9%	-6.0%	0.0%	2.5%	-3.3%	4.5%
CBFb RUNX1 block	-8%	7%	-1%	-2%	-8%	-12%

31. CCOc1ccc(Oc2c(/C=N/NC(=O)C3CC3)c(C)nn2-c2ccccc2)cc1
32. Cc1snc(SCC(=O)c2ccc([N+](=O)[O-])cc2)c1C#N
33. CCCCn1c(N)c(N(CCOC)C(=O)CSc2nc3ccc(C)cc3[nH]2)c(=O)[nH]c1=O
34. CCOc1cc2[nH]c(=O)n(CCCC(=O)NCc3ccco3)c(=O)c2cc1OCC
35. COc1ccccc1N1CCN(C(=O)CCCn2nc(C)c([N+](=O)[O-])c2C)CC1
36. COc1ccc(CCN2C(=O)NC(NC(=O)CCc3ccccc3)(C(F)(F)F)C2=O)cc1OC (configuration not stated)
compound no.	31	32	33	34	35	36
IMPase Li cell	11%	14%	6%[38.3 µM]	-4%[38.3 µM]	10%	1%
NPSR antagonist	-8%	-8%	4%[46.1 µM]	-9%[46.1 µM]	-5%	11%
L3MBTL1 inh	5%	-7%	4%	1%	4%	-11%
HTT aggregate	-5%	-6%	2%	21%	7%	8%
Luc counter	-2%	3%	-1%	0%	1%	-1%
Epigenetic reg	5.3%	0.2%	-1.0%	-1.1%	3.4%	0.0%
CBFb RUNX1 block	3%	-18%	6%	1%	7%	-15%

Structures above printed as active in L3MBTL1 inh:
# | SMILES | NPSR antagonist | L3MBTL1 inh | HTT aggregate | Epigenetic reg | CBFb RUNX1 block
12 | O=C1c2ccccc2NC(c2cccc(F)c2)N1Cc1ccco1 (configuration not stated) | -16%[46.1 µM] | 4.5µM* | -9% | -3.4% | ?

Carrying on.
37. COC(=O)CC1C(=O)NCCN1C(=O)Nc1ccc(Cl)cc1 (configuration not stated)
38. COC(=O)CCC(=O)COc1ccc(OC)cc1C#N
39. O=C(Nc1ccccc1)c1cc(S(=O)(=O)N2CCSCC2)ccc1Cl
40. COc1ccc(-c2[nH]ncc2CN2CCN(Cc3cccs3)CC2)cc1F
41. Cc1ccc(OCCNC(=O)c2cc(=O)[nH]c3ccccc23)cc1
42. CCc1c(C)nc2ncnn2c1NCCc1ccc(OC)c(OC)c1
compound no.	37	38	39	40	41	42
IMPase Li cell	3%[38.3 µM]	·	5%	15%	-4%	1%
NPSR antagonist	5%[46.1 µM]	-4%[46.1 µM]	19%	-7%	7%	-12%[46.1 µM]
L3MBTL1 inh	7%	1%	-2%	-14%	-26%	9%
HTT aggregate	3%	-8%	13%	23%[9.22 µM]	1%	10µM*
Luc counter	-3%	·	-1%	-4%	-3%	-1%
Epigenetic reg	-1.1%	-3.8%	0.0%	1.0%	4.7%	3.7%
CBFb RUNX1 block	3%	0%	6%	2%	4%	9%

Reprinted from above for reference:
2. C(#Cc1ccccc1)C[N+]1(CC#Cc2ccccc2)CCCC1
3. CSCCC(NC(C)=O)C(=O)OCC(=O)N(c1ccccc1)c1ccccc1 (configuration not stated)
compound no.	2	3
IMPase Li cell	18%	1%
NPSR antagonist	-2%	15%
L3MBTL1 inh	7%	-2%
HTT aggregate	?	-10%
Luc counter	-2%	-1%
Epigenetic reg	-1.6%	-1.8%
CBFb RUNX1 block	4%	-5%

Following part
43. O=C(c1ccncc1)N1N=C(C2CC2)CC1(O)C(F)(F)F (configuration not stated)
44. CC(C)=C1SC(N2CCCCC2)=NC1=O
45. CN(c1ccccc1)S(=O)(=O)c1cccc(NC(=O)c2cc3ccccc3oc2=O)c1
46. C[C@@H]1NC(=O)[C@H](CCCN=C(N)N)NC(=O)c2cc([N+](=O)[O-])cc(I)c2OCC[C@@H](C(N)=O)NC1=O
47. CCCc1nc2ccccc2c(C(=O)O)c1CC
compound no.	43	44	45	46	47
IMPase Li cell	4%	40%[activator][38.3 µM]	·	3%	-9%[38.3 µM]
NPSR antagonist	-11%	0%[46.1 µM]	10%	22%	-5%[46.1 µM]
L3MBTL1 inh	0%	·	·	-1%	5%
HTT aggregate	2%[9.22 µM]	14%	-8%[9.22 µM]	14%	25%
Luc counter	·	-2%	·	2%	0%
Epigenetic reg	1.1%	0.0%	-2.2%	0.8%	0.0%
CBFb RUNX1 block	18%	-8%	2%	-4%[2.36 µM]	-1%

This is a subset (hit frequency here may not be typical).
